# Assay outcomes: PubChem BioAssay, several laboratories
# Rin1-Abl PPI inh: inhibitors of Rin1-Abl protein binding, primary screen, biochemical, TR-FRET. Tyrosine-protein kinase ABL1 (Homo sapiens) + Ras and Rab interactor 1 (Homo sapiens), …. 360,000 tested, 0.4% active. inhibition, % at 7.35 µM; in the data active = inhibition above about 5%, passing the limit was not always enough
# Target sequence (P00519 whole entry, looked up): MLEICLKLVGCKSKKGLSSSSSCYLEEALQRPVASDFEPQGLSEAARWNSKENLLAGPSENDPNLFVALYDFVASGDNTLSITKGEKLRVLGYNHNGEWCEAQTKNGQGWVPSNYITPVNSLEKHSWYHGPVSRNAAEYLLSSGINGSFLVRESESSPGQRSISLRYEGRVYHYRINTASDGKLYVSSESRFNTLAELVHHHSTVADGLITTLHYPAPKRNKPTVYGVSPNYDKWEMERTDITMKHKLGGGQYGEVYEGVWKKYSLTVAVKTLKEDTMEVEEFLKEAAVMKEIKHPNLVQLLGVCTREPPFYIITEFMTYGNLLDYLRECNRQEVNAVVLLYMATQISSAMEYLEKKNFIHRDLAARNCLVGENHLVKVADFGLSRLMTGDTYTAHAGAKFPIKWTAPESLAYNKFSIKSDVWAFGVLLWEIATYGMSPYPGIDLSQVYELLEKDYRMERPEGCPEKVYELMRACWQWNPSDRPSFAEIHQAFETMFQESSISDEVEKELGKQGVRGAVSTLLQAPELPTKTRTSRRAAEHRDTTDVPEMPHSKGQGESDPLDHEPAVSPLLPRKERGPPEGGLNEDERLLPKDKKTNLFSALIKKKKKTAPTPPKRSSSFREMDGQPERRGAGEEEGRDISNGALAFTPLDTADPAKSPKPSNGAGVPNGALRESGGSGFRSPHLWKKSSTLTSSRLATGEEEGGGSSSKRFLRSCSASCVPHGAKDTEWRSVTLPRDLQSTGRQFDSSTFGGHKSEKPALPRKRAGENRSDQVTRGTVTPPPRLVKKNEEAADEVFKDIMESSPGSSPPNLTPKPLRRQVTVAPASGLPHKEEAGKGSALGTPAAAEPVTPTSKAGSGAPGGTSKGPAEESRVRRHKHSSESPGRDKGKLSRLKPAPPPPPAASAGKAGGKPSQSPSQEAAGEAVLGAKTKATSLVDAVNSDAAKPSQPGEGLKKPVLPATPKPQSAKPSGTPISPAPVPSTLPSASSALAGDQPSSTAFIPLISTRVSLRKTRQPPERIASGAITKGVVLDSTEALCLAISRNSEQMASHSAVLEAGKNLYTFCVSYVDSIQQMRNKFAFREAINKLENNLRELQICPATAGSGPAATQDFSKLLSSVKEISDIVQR
# Target sequence (Q13671 whole entry, looked up): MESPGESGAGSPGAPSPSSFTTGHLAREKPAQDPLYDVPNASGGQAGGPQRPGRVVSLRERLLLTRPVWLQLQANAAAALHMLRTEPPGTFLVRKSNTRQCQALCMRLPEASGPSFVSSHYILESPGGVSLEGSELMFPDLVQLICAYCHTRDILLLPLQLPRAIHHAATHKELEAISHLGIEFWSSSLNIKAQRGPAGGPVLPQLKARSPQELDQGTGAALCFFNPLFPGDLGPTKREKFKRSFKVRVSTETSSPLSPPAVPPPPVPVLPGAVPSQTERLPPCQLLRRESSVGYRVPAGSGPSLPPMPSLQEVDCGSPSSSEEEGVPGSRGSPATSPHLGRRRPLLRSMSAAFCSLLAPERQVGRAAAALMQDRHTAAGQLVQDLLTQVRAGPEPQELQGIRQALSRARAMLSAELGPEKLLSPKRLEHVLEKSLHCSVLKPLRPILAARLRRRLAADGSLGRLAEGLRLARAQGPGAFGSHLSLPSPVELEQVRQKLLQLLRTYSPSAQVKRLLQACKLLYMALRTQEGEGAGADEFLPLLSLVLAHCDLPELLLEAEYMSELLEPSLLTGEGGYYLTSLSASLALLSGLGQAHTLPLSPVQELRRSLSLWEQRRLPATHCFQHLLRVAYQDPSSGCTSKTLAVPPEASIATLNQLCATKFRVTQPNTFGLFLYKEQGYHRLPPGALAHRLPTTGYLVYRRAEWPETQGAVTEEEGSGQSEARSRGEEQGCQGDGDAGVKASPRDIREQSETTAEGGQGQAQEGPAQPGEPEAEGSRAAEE
# MsrA act: bovine MsrA enzyme activators, primary screen, biochemical, absorbance, HTS | 360,000 tested, 0.3% active | purified bovine MsrA, absorbance read-out | AID 602163, 2012 | activation, % at 10.6 µM; in the data active = activation above about 7.5%;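 note: 0% = vehicle and 100% = reference activator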
# MsrA inhibitor: bovine MsrA enzyme inhibitors, primary screen, biochemical, absorbance, HTS; Methionine sulfoxide reductase A (Bos taurus); inhibition, % at 15.5 µM; purified bovine MsrA, absorbance read-out; 360,000 tested, 0.75% active; in the data active = inhibition above about 4.5%;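 note: 0% = vehicle wells with enzyme and 100% = reference inhibitor wells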
# Tb MetRS inh: T. brucei MetRS inhibitors, primary screen, biochemical, luminescence; methionyl-tRNA synthetase (Trypanosoma brucei brucei); purified T. brucei MetRS, ATP depletion, Kinase-Glo luminescence; inhibition, % at 11.9 µM; 360,000 tested, 0.4% active;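 active = inhibition above a per-plate cutoff of the control wells' mean inhibition plus 3 SD, cut at about 5.5% in these data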;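 note: 0% = DMSO wells median and 100% = median of wells with control inhibitor compound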
#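 Material: T. brucei methionyl-tRNA synthetase, purified; reagent: substrates ATP, L-methionine and bulk Escherichia coli tRNA; dosing: 11.9 µM single point; timing: 15 min plus 2 h at 25 °C; detection: luminescence of leftover ATP; evaluation: % inhibition; control set: DMSO-only wells as low control; replicates: singlicate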
# FAS TE block: FAS thioesterase domain inhibitors, primary screen, biochemical, fluorescence intensity, uHTS; Fatty acid synthase (Homo sapiens), P49327; recombinant FAS-TE, OMFH fluorogenic substrate, fluorescence endpoint; inhibition, % at 15 µM; 360,000 tested, 0.67% active;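 active = compounds whose normalised, plate-corrected inhibition of enzyme fluorescence in the single-dose primary screen is 50% or more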;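 note: 0% = DMSO with enzyme and 100% = substrate without enzyme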
# Neddyl block: inhibitors of cullin neddylation, primary screen, biochemical, TR-FRET, uHTS, NAE and Ubc12; NEDD8-conjugating enzyme Ubc12 (Homo sapiens) + NEDD8-activating enzyme E1 regulatory …; calls only at 25 µM; 360,000 tested, 0.58% active; AID 651699, 2012; in the data active = inhibition above about 36%
# CSN inh: inhibitors of CSN-mediated cullin deneddylation, primary screen, biochemical, fluorescence polarization, uHTS | COP9 signalosome complex subunit 5 (Homo sapiens), Q92905 | Purified CSN, SCF-Nedd8-OG deneddylation | inhibition, % at 12.5 µM | 360,000 tested, 0.38% active | AID 651999, 2013;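 active = pattern-corrected inhibition above about 35%, with an unprinted fluorescence ratio check between 0.5 and 1.5, limit read from the data, passing the limit was not always enough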;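 note: 0% = enzyme with substrate and 100% = substrate without enzyme; some results filed as inactive read as strong as hits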
#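 Assay system: purified human Csn5 enzyme expressed in HEK293T cells; Input: 0.24 nM Csn5 enzyme, final concentration; Reagent: 10 nM SCFSkp2-Nedd8OG; Compound dosing: 12.5 µM single point; Times: reaction 90 min, room temperature; Technique: fluorescence polarization readout.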
# PABP1 MLLE inh: inhibitors of PABP1 MLLE–PAM2 peptide binding, primary screen, biochemical, fluorescence polarization, FITC-PAM2, GST-MLLE; 360,000 tested, 0.36% active; Polyadenylate-binding protein 1 (Homo sapiens), P11940; inhibition, % at 20 µM; in the data active = inhibition above about 35%, passing the limit was not always enough;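 note: plate controls were DMSO wells with GST-MLLE for no effect and wells lacking GST-MLLE protein for full effect; some results filed as inactive read as strong as hits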
# E coli Lon inh: inhibitors of E. coli Lon protease, primary screen, biochemical, fluorescence polarization. purified E. coli Lon protease. 360,000 tested, 0.42% active. inhibition, % at 7.94 µM; in the data active = inhibition above about 13%, passing the limit was not always enough;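 note: 0% = enzyme with probe and DMSO and 100% = no enzyme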
# Numbers without * were called inactive; i = inactive; . = not tested or not shown; + = active, no number.
SMILES,Rin1-Abl PPI inh,MsrA act,MsrA inhibitor,Tb MetRS inh,FAS TE block,Neddyl block,CSN inh,PABP1 MLLE inh,E coli Lon inh
N#Cc1ccccc1NC(=O)Nc1ccc(Cl)cc1,0,-5,-0.5,-1.1,2,i,-3,12,-8
CC(C)(C)OC(=O)C1=CC[C@@H](c2ccc(Cl)c(Cl)c2)N(S(=O)(=O)c2ccc(F)cc2)[C@H]1c1cccc(F)c1,0,-1,-1.0,-0.3,18,i,2,9,2
CCOc1ccc(CN(CC)C(=O)Cc2c[nH]c3ccccc23)cc1OC,-1,0,-1.4,0.1,-1,i,-5,6,-14
CCN(CC(=O)Nc1c(F)cccc1F)C(=O)C1Cc2ccccc2CN1S(=O)(=O)CC (stereo not drawn),2,-1,-0.1,-0.3,-4,i,0,-21,-1
Cc1ccc(C)c(CN2C(=O)C3CCCN3c3ccc(C#N)cc32)c1 (stereo not drawn),0,-1,0.9,-1.0,6,i,12,-19,-1
CC(Cl)C(=O)Nc1ccccc1C#N (stereo not drawn),-1,0,-0.7,1.0,-15,i,-3,6,7
CC(C)(C)N(Cc1cc2ccccc2[nH]c1=O)C(=O)c1cccc([N+](=O)[O-])c1,1,-5,-0.1,-0.7,-2,i,0,-5,3
COc1ccc(NC(C)=O)cc1NC(C)C(=O)Nc1cc(C(F)(F)F)ccc1N1CCOCC1 (stereo not drawn),0,-3,-1.4,-0.5,0,i,-1,20,7
c1ccc(-c2cc3c(NCC4COc5ccccc5O4)ncnc3s2)cc1 (stereo not drawn),-1,-7,2.7,4.7,25,.,5,-15,7
CCCC(c1nnnn1Cc1ccco1)N1CCC(C(N)=O)CC1 (stereo not drawn),2,-9,1.6,-1.0,-8,i,4,4,-9
Cc1ccc2c(c1)N(C(=O)CCC(=O)N1CCN(c3cccc(C)c3C)CC1)CCO2,-3,-2,-0.1,-1.2,20,i,-3,13,6
O=C(OCc1ccccc1)c1ccc2c(c1)-c1ccccc1C2=O,-1,-5,0.4,-0.9,20,i,3,13,-18
COc1ccc(NC(=S)NNC(=O)c2nnn(-c3ccccc3)c2C)cc1,2,1,0.3,0.0,-10,i,-4,-10,-2
CCOc1ccccc1NC(=O)c1cc(CC(C)C)oc1C,1,-3,0.1,0.1,17,i,-3,1,0
Cc1ccc(NC(=O)Cn2nc(C(=O)Nc3ccc(C)cc3)ccc2=O)cc1,0,3,-0.4,0.4,-1,i,0,-12,-9
CCOC(=O)CSc1nnc(-c2ccco2)n1C,1,-4,0.1,0.1,-8,i,1,18,11
O=C1CC(NS(=O)(=O)c2ccc([N+](=O)[O-])cc2)CN1c1cccc(F)c1 (stereo not drawn),2,-1,0.5,-0.5,8,i,-3,11,-6
CC(C)N(Cc1ccccc1)C(=S)NCc1ccccc1,0,-1,1.7,0.2,14,i,11,-131,0
CCOC(=O)C1CCN(C(=O)c2sc3ncnc(N4CCC(C)CC4)c3c2C)CC1,-8,-10,0.5,-1.2,12,i,5,-14,2
CC(OC(=O)C1CCN(S(=O)(=O)c2ccccc2)CC1)C(=O)Nc1ncc(Cl)cc1Cl (stereo not drawn),2,0,-0.2,-0.7,0,i,-2,1,0
O=C(c1cc(Br)c(Br)s1)N1CCOCC1,-1,-4,-0.4,-0.4,-2,i,3,3,-3
COc1cc(/C=C(\C#N)C(=O)Nc2cccc(C(=O)O)c2)ccc1OCc1ccc(F)cc1,3,-2,-0.9,0.5,20,i,5,-11,-2
COc1ccccc1CNC(=O)C(NS(=O)(=O)c1ccc2c(c1)OCCO2)C(C)C (stereo not drawn),-2,-3,-0.4,0.4,-7,i,-1,-24,-3
COc1cc(-c2nnc(SCC#CCO)o2)cc(OC)c1OC,-4,-1,-0.4,0.3,-8,i,-3,-11,-13
CC(=O)Nc1ccc(S(=O)(=O)C(C#N)c2nc3ccccc3nc2NCCCO)cc1 (stereo not drawn),0,-6,4.6*,0.1,-6,.,15,-25,-34

# Following part
SMILES,Rin1-Abl PPI inh,MsrA act,MsrA inhibitor,Tb MetRS inh,FAS TE block,Neddyl block,CSN inh,PABP1 MLLE inh,E coli Lon inh
Oc1ccc(/C=N/Nc2cccc3cccnc23)c(O)c1,-4,-2,3.9,-0.8,17,i,3,5,-1
CCC(C)NC(=O)c1nn(C)c(=O)c2ccccc12 (stereo not drawn),1,-2,-0.7,-0.4,-4,i,-4,-2,14
O=C(Nc1ccc2nsnc2c1)C1CC1,-3,-9,2.5,-0.9,-6,+,1,8,0
NC(=O)CSc1nnc(-c2ccc(S(=O)(=O)N3CCOCC3)cc2)n1CC1CCCO1 (stereo not drawn),-2,-2,-0.7,-0.4,-8,i,5,0,-7
Oc1[nH]c2ccccc2c1N=Nc1cccc(Cl)c1,0,-1,1.0,2.2,-8,i,14,-2,-5
NNC(=O)c1ccncc1,-2,-3,-0.1,-0.3,-6,i,0,5,-6
CC1(c2ccccc2)NC(=O)N(CC(=O)N2CCN(S(=O)(=O)c3c(F)cccc3F)CC2)C1=O (stereo not drawn),0,-4,1.5,-0.4,-2,i,-2,10,5
COc1cc(/C=N/n2c(-c3cc(C)[nH]n3)n[nH]c2=S)cc(OC)c1O,-4,0,2.5,0.4,-7,i,-1,-9,1
Cc1ccc(S(=O)(=O)N2CCC(C(=O)NCCC3=CCCCC3)CC2)cc1C,1,-7,-0.9,-0.4,12,i,-1,5,2
CCOC(=O)c1c(NC(=O)c2ccoc2C)sc(C(=O)N(C)C)c1C,-2,-4,1.4,-0.5,-4,i,7,7,-1
COc1ccc(-c2nnc(SCC(=O)NCCc3ccccc3)o2)cc1,-3,1,0.5,-0.2,-6,i,-2,6,-2
Nc1c(Cl)ncnc1NCc1ccccc1,1,-3,0.7,1.3,-4,i,-2,-1,-8
C=CCOc1c(Cl)cc(C2NC(=O)NC(C)=C2C(=O)OC)cc1Cl (stereo not drawn),1,-3,0.9,3.6,-2,i,6,0,-4
CCCn1ncc(CN2CCC(n3nccc3NC(=O)CCc3ccccc3)CC2)c1C,4,-1,-0.5,0.6,-4,i,-4,6,-18
O=C(NCc1cccs1)c1ccc(CS(=O)Cc2ccccc2Cl)o1 (stereo not drawn),0,-2,0.0,-0.4,-2,i,-1,-5,1
CCCN(C(=O)COC(=O)c1cc(CC)c(C)s1)c1c(N)n(Cc2ccccc2)c(=O)[nH]c1=O,0,-2,-1.5,-0.3,-17,i,1,11,-10
CN(c1ccccc1)S(=O)(=O)c1cccc(NC(=O)c2cccc(C#N)c2)c1,3,-1,0.7,-0.3,22,i,3,-42,-1
CSc1ccccc1C(=O)Nc1cccc(N(C)S(C)(=O)=O)c1,-1,-3,0.3,-0.8,-8,i,7,3,1
O=C1NC[C@@H](CCCCN2CCN(CCc3ccc(O)cc3)C(=O)C2=O)N(CC2CCCCC2)C1=O,.,-2,0.6,-1.1,-10,i,1,.,-3
OCCNc1nc(-c2ccccc2)nc2c1oc1ccccc12,3,-1,-0.9,2.1,4,i,4,7,-3
C=CCC[C@@H](Cc1ccc(F)cc1)C(=O)OC[C@@H]1CCCN1C(=O)[C@H](CC=C)CC(=O)N[C@H](CO)Cc1ccccc1,0,1,-1.2,0.4,32,i,-4,-10,-13
O=C(O)c1ccc(-n2c(-c3cc(C4CC4)[nH]n3)n[nH]c2=S)cc1,1,-1,-0.2,-0.9,-4,i,-6,-3,-5
C[C@H](CO)N1C[C@H](C)[C@@H](CN(C)C(=O)Nc2ccc(C(F)(F)F)cc2)Oc2ccc(NC(=O)CCC(F)(F)F)cc2C1=O,3,-4,-0.3,-0.5,2,i,-4,-33,5
O=C(CCc1ccccc1)NNc1ccc(F)cc1,-2,-2,0.3,-0.6,-5,i,2,7,-3
CS(=O)(=O)c1ncc(Cl)c(C(=O)Nc2ccc(OC(F)F)cc2)n1,0,-4,.,0.3,31,i,-2,15,-16

# Next part.
SMILES,Rin1-Abl PPI inh,MsrA act,MsrA inhibitor,Tb MetRS inh,FAS TE block,Neddyl block,CSN inh,PABP1 MLLE inh,E coli Lon inh
CCOC(=O)Nc1ccc2c(c1)OCO2,-1,-3,0.2,-0.5,-9,i,-2,-9,-6
CCN(CC)C(=O)Oc1cc(=O)n2c3c(cccc13)CCC2,-2,-4,0.1,-0.6,-10,i,4,-1,3
CN(C1CCS(=O)(=O)C1)S(=O)(=O)c1cccs1 (stereo not drawn),-2,-3,-2.1,0.3,-8,i,-2,11,-13
Cc1ccc(S(=O)(=O)N2CCN(C(=O)CC(C)n3nc(C)c(Cl)c3C)CC2)cc1C (stereo not drawn),-5,-2,-0.7,-0.4,4,i,1,13,6
COC(=O)C1=C(C)OC(N)=C(C#N)C1c1ccccc1F (stereo not drawn),0,-2,-0.2,-0.2,-7,i,3,1,-7
CN/C(=C/[N+](=O)[O-])NCCSCc1csc(CN(C)C)n1,-3,-2,2.2,-0.8,-3,i,-5,7,-1
COCCNC(=O)c1ccccc1NC(=O)COc1ccccc1,-2,-4,-0.6,-0.5,-9,i,4,1,5
Cc1ccc(NC(=O)CN2CCN(c3ccccn3)CC2)c(Cl)c1,2,5,1.8,0.1,0,i,0,5,-1
Cc1cc(NC(=O)c2ccccc2)nc2c1c(=O)oc1ccccc12,3,-3,0.0,-0.2,9,i,-2,-2,-2
CC(NC(=O)c1cccc(S(=O)(=O)N2CCCCCC2)c1)c1ccccc1 (stereo not drawn),2,0,-0.1,-0.3,9,i,0,-5,-4
Cc1ccc(C2OC(=O)c3ccccc32)cc1 (stereo not drawn),0,-4,0.2,0.0,-1,i,3,2,-12
CCOC(=O)C(=O)Nc1cccc(C(=O)OCC)c1,0,-2,0.1,0.0,-9,i,-5,3,2
O=C(Nc1ccccc1Oc1ccccc1)[C@@H]1O[C@H](CO)[C@H](O)[C@H](O)[C@H]1O,2,-2,1.6,-0.1,-5,i,6,-14,-2
CC12CCC(O)CC1=CCC1C2CCC2(C)C3=NN=CC3CC12 (stereo not drawn),2,-3,0.4,-0.2,-3,i,1,3,-10
Cn1c(SCC(=O)Nc2ccc3c(c2)OCCO3)nnc1C1CC1,2,-2,0.2,-0.1,-3,i,3,-12,-13
COC[C@H]1CCCN1c1ccc2c(c1)O[C@H](COCc1ccccc1)CN([C@@H](C)c1ccccc1)S2(=O)=O,.,-2,0.0,-0.2,25,i,-5,.,4

# 4 compounds from above, sorted by SMILES length, lowest first.
SMILES,Rin1-Abl PPI inh,MsrA act,MsrA inhibitor,Tb MetRS inh,FAS TE block,Neddyl block,CSN inh,PABP1 MLLE inh,E coli Lon inh
COC(=O)C1=C(C)OC(N)=C(C#N)C1c1ccccc1F (stereo not drawn),0,-2,-0.2,-0.2,-7,i,3,1,-7
Cn1c(SCC(=O)Nc2ccc3c(c2)OCCO3)nnc1C1CC1,2,-2,0.2,-0.1,-3,i,3,-12,-13
Cc1ccc(NC(=O)CN2CCN(c3ccccn3)CC2)c(Cl)c1,2,5,1.8,0.1,0,i,0,5,-1
CN/C(=C/[N+](=O)[O-])NCCSCc1csc(CN(C)C)n1,-3,-2,2.2,-0.8,-3,i,-5,7,-1
